Screening results as filed in PubChem BioAssay.
BLM helicase inh: inhibitors of human Bloom syndrome helicase BLM; AID 2528; P54132; 350,000 tested, 0.2% active; Potency, µM (highest dose often 56.1 µM), inactives show top-dose activity change, negative = inhibition, usual class: inhibitors; recombinant BLM DNA unwinding, fluorescence dequenching;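 also: plate controls were vehicle for no effect and no enzyme for full effect; nearly all actives have a fitted effect of over 35% in size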
APEX1 inh: inhibitors of human APE1 endonuclease; P27695; recombinant APE1, TAMRA/BHQ-2 abasic DNA cleavage fluorescence; Potency, µM (doses to about 65.8 µM), for the others: top-dose activity change, negative = inhibition, most hits filed as inhibitors; 350,000 tested, 0.35% active;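 also: plate controls were vehicle for no effect and reference inhibitor for full effect; nearly all actives have a fitted effect of over 55% in size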
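Incision of a quenched TAMRA/BHQ-2 THF abasic-site duplex (50 nM) by 0.75 nM APE1, after 15 min compound preincubation, measured as fluorescence increase over three 60 s reads. Values normalized to buffer, DMSO and NSC13755 control wells.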
Pol kappa inh: inhibitors of human DNA polymerase kappa. Q9UBT6. purified Pol kappa, fluorescent DNA synthesis assay, 10 min. Potency, µM (titrated, usually from 107 µM), for inactives: at the highest dose activity, negative = inhibition, hits mostly inhibitors. 400,000 tested, 0.53% active. AID 588579; also: % is scaled to controls: 0 for no effect and ±100 for the full control effect
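Activity was followed as the change in fluorescence between reads at 0 and 10 min after starting the reaction with 50 nM substrate. Beforehand, 10 nM polymerase had been preincubated with compound for 15 min at room temperature.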
BAZ2B block: BAZ2B (human) inhibition; AID 504333; 360,000 tested, 4.4% active; Q9UIF8; Potency, µM (highest dose often 114 µM), for inactives: at the highest dose activity change, negative = inhibition, usual class: inhibitors; AlphaScreen BAZ2B-H3K14Ac peptide displacement; also: % is scaled to controls: 0 for no effect and ±100 for the full control effect; nearly all actives have a fitted effect of over 60% in size
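Protein-peptide AlphaScreen: BAZ2B 50 nM, b-H3K14Ac 50 nM, 1x PBS pH 7.4 + 0.01% Tween-20. Preincubation 30 min RT; cpd 30 min RT (top 110 uM); beads 20 min RT, light-protected.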
JMJD2A Tudor: blocks the human JMJD2A Tudor domain | AlphaScreen JMJD2A-Tudor / H3K4me3 peptide binding | Potency, µM (doses to about 114 µM), without a hit: top-dose activity change, negative = inhibition, hits mostly inhibitors | 390,000 tested, 4.4% active | AID 504339; also: % is scaled to controls: 0 for no effect and ±100 for the full control effect; nearly all actives have a fitted effect of over 50% in size
G9a block: G9a (human) methyltransferase inhibition; G9a H3K9 monomethylation, AlphaScreen, 2 h; 350,000 tested, 8.8% active; AID 504332; Q96KQ7; Potency, µM (top dose mostly 102 µM), inactives show at the highest dose activity, negative = inhibition, actives largely listed as inhibitors; also: % is scaled to controls: 0 for no effect and ±100 for the full control effect; nearly all actives have a fitted effect of over 75% in size
Target sequence (Q96KQ7 913-1193 limits assumed): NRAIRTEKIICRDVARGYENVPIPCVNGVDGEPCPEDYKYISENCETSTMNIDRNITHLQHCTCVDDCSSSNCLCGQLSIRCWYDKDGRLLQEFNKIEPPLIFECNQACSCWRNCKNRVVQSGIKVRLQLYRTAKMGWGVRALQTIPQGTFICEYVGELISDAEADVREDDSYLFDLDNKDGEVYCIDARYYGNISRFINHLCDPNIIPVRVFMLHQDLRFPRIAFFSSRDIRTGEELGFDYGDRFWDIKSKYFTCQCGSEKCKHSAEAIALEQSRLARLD
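Signal arises when biotinylated H3K9 peptide, once monomethylated, bridges streptavidin donor and antibody-captured acceptor beads. Enzyme at 20 nM was preincubated 15 min with test compounds; peptide 500 nM and SAM 20 uM then reacted for 2 h.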
Pol beta inh: inhibitors of human DNA polymerase beta; P06746; Pol beta primer extension/strand displacement, fluorescence kinetic; Potency, µM (series often up to 114 µM), for the others: at the highest dose activity change, negative = inhibition, actives largely listed as inhibitors; 340,000 tested, 1.3% active; also: % is scaled to controls: 0 for no effect and ±100 for the full control effect
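Curves were derived by four-parameter Hill fits of normalized qHTS data. The kinetic fluorescent primer-extension read was taken at 0 and 10 min after 50 nM substrate, following a 15 min room-temperature preincubation of 10 nM enzyme with compounds.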
POLH inh: blocks human DNA polymerase eta activity | Q9Y253 | recombinant Pol eta, fluorescent DNA replication assay | Potency, µM (doses to about 114 µM), for inactives: at the highest dose activity change, negative = inhibition, usual class: inhibitors | 390,000 tested, 1.2% active; also: % is scaled to controls: 0 for no effect and ±100 for the full control effect
Target sequence (Q9Y253 whole entry, looked up): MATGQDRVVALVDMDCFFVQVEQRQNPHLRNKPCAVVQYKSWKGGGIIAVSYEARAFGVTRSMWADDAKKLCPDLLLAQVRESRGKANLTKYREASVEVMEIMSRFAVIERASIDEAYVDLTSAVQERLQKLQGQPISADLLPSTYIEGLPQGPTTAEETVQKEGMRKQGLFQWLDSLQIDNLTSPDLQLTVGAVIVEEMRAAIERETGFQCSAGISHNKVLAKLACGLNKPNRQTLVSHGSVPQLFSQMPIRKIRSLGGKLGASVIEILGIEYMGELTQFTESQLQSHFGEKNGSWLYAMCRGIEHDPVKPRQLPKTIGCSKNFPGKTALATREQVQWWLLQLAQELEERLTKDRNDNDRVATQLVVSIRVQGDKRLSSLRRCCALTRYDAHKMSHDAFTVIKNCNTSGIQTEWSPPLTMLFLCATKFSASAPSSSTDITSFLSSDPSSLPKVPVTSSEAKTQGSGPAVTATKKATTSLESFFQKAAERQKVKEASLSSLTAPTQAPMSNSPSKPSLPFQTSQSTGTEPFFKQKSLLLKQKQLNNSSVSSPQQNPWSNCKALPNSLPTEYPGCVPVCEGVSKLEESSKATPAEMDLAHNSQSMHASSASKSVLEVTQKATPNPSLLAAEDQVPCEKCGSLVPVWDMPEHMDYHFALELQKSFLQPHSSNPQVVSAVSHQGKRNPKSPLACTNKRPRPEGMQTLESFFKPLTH
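Pol eta (10 nM) was preincubated with compounds for 15 min at room temperature, after which fluorescent replication substrate (50 nM final) was added to start the reaction. Fluorescence was read kinetically at 0 and 10 min.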
Pol iota inh: blocks human DNA polymerase iota activity; Q9UNA4; Pol iota fluorescent replication assay, 10 min; Potency, µM (doses to about 115 µM), for inactives: top-dose activity, negative = inhibition, most hits filed as inhibitors; 390,000 tested, 1% active; AID 588590
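Fluorescent replication assay read twice, at 0 min and 10 min after adding 50 nM (final) substrate. Enzyme (10 nM) and compounds were first incubated 15 min at room temperature; enzyme-free buffer wells were negative controls.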
Active calls of the source: *; ? = inconclusive; / = no result given; [ ] = remark or other dose. Calls follow the shape of the dose curve; as a rule, active = well fitted curve in the direction sought with a large enough effect; inconclusive = small, poorly fitted or top-dose-only effect, or another doubt; inactive = no such curve, though single readings can be large; an effect the other way counts as inactive or inconclusive. Potency is read from the fitted curve at half-maximal effect. Some of the compounds tested, so the mix of outcomes need not match the whole.

1	O=C(Cn1nnc(-c2ccccc2NC(=O)c2ccccc2F)n1)NCc1ccco1
2	O=C(Nc1nnc(C2CCCO2)s1)c1cccs1 (configuration not stated)
3	CC1CCCN(CCCNC(=O)c2ccc(CS(=O)(=O)Cc3cccc(Cl)c3)o2)C1 (configuration not stated)
4	CCN(CC)c1ccc(C(=O)Nc2ccccc2)cc1[N+](=O)[O-]
5	CCC1CC(CSc2ncn[nH]2)OC1=O (configuration not stated)
6	Cc1ccc2nc(N3CCCCC3)c(C=O)c(=O)n2c1
7	O=C1NCCCC2c3cc(O)c4ccccc4c3OC12N1CCCCC1 (configuration not stated)
8	CCOC(=O)/C(C#N)=C\c1ccco1
screen / no. | 1 | 2 | 3 | 4 | 5 | 6 | 7 | 8
BLM helicase inh | 1% | -1% | 0% | -14% | 0% | -1% | -22% | -9%
APEX1 inh | ? | -1% | 0% | 6% | 2% | 8% | -9% | ?
Pol kappa inh | -1% | -5% | -19% | -10% | -7% | / | / | -20%
BAZ2B block | -27% | -1% | -1% | ? | -21% | -36% | ? | -10%
JMJD2A Tudor | 11% | -10% | -12% | ? | 1% | / | / | -26%
G9a block | -21% | -32%[59 µM] | -4% | ? | 3% | -2%[12.7 µM] | 3.5µM* | 6%[59 µM]
Pol beta inh | 2% | -3% | 22% | 0% | 2% | 3% | -13% | 40µM*
POLH inh | -9% | -7% | 0% | -11% | 5% | / | / | -8%
Pol iota inh | 1% | 19% | 12% | 35%[activator] | 12% | / | / | ?

9	COc1cccc(C(=O)N2CCCCC2CCN2CCCCC2)c1 (configuration not stated)
10	CCCCn1c(N)c(N(CCC(C)C)C(=O)C2CCCO2)c(=O)[nH]c1=O (configuration not stated)
11	Cc1ccc2c(c1C)NC(=O)C21N2CCCC2C(C(=O)c2ccc3ccccc3c2)C12C(=O)Nc1ccccc12 (configuration not stated)
12	O[C@@H]1COC(Nc2ccc(N=Nc3ccccc3)cc2)C[C@@H]1O (some centres not stated)
13	O=[N+]([O-])c1cc(C(F)(F)F)cc([N+](=O)[O-])c1Sc1n[nH]c(C(F)(F)F)n1
14	CCOC(=O)c1cnc(-n2nc(C)cc2C)nc1NNc1ncc(-c2ccccc2)cn1
15	O=C1NC[C@H](c2ccccc2)OC(=O)[C@@H](Cc2ccc(F)cc2)CC/C=C/C[C@H]1CC(=O)N(CCO)Cc1ccccc1
16	Cc1ccc(NC(=O)C(=O)NCc2ccccn2)cc1
screen / no. | 9 | 10 | 11 | 12 | 13 | 14 | 15 | 16
BLM helicase inh | 1% | / | -12% | -2% | -13% | -6% | / | -4%
APEX1 inh | / | 27% | -2% | -1% | 10% | 14% | -30% | 2%
Pol kappa inh | 3% | -1% | 9% | 4% | 3% | -14% | -12% | -4%
BAZ2B block | 0% | 6% | ? | ? | -35% | ? | / | -1%
JMJD2A Tudor | 1% | -4% | ? | ? | 50µM* | -34% | -27% | -2%
G9a block | 0%[59 µM] | -22% | ? | 45µM* | / | / | / | 0%
Pol beta inh | 34% | / | 4% | 0% | 26% | -22% | / | -21%
POLH inh | -15% | -12% | -14% | -3% | -15% | -2% | -24% | -6%
Pol iota inh | 14% | 24% | 2% | 174%[activator] | 25µM* | 46%[activator] | 10% | 30%

17	CN(C)c1ccc(NC(=O)Cn2c(SCc3ccc(F)cc3)nc3cccnc32)cc1
18	Cc1cc(=O)[nH]c(SCC(=O)NC2CCCc3ccccc32)n1 (configuration not stated)
19	COc1ccc(Cl)cc1NC(=O)CSc1nc(NS(=O)(=O)c2ccccc2)cc(=O)[nH]1
20	O=C(COC(=O)c1cc(Cl)ccc1Cl)NCCN1C(=O)CSC1=O
21	COc1ccc(C(=O)/C=C/C(=O)N(Cc2ccc3c(c2)OCO3)C(C(=O)NC2CCCCC2)c2ccncc2)c(O)c1 (configuration not stated)
22	CCN(CC)c1ccc(NC(=O)CN2C(=O)CC(C)(C)S(=O)(=O)c3ccccc32)c(C)c1
23	CCCCOC(=O)c1ccc(NC(=O)c2cnc3n(c2=O)CCS3)cc1
24	O=C(CSC1=NS(=O)(=O)c2cc(Cl)ccc2N1)NCc1ccc(F)cc1
screen / no. | 17 | 18 | 19 | 20 | 21 | 22 | 23 | 24
BLM helicase inh | -6% | -2% | -6% | 7% | -10% | -3% | -5% | /
APEX1 inh | / | ? | 11% | -4% | 12% | 17% | -2% | 8%
Pol kappa inh | -7%[60.1 µM] | 17% | -6% | 2% | -18% | -15% | -4% | 3%
BAZ2B block | -3% | 1% | -28% | 2% | ? | -12% | 1% | 4%
JMJD2A Tudor | -29% | -14% | ? | -2% | -27% | -27% | -4% | -3%
G9a block | -36%[59 µM] | 20% | 71µM* | -9%[59 µM] | -14%[59 µM] | 8.9µM* | -23% | 7%
Pol beta inh | 18µM* | 23% | 33% | 31% | 32% | 12% | 7% | /
POLH inh | -14% | -9% | -8% | -12% | -18% | -11% | ? | -9%
Pol iota inh | -5% | 32% | -19% | -3% | 1% | 6% | 48%[activator] | 11%

Part of the list above, set out differently.
nr	molecule	BLM helicase inh	APEX1 inh	Pol kappa inh	BAZ2B block	JMJD2A Tudor	G9a block	Pol beta inh	POLH inh	Pol iota inh
14	CCOC(=O)c1cnc(-n2nc(C)cc2C)nc1NNc1ncc(-c2ccccc2)cn1	-6%	14%	-14%	?	-34%	/	-22%	-2%	46%[activator]
15	O=C1NC[C@H](c2ccccc2)OC(=O)[C@@H](Cc2ccc(F)cc2)CC/C=C/C[C@H]1CC(=O)N(CCO)Cc1ccccc1	/	-30%	-12%	/	-27%	/	/	-24%	10%
16	Cc1ccc(NC(=O)C(=O)NCc2ccccn2)cc1	-4%	2%	-4%	-1%	-2%	0%	-21%	-6%	30%
17	CN(C)c1ccc(NC(=O)Cn2c(SCc3ccc(F)cc3)nc3cccnc32)cc1	-6%	/	-7%[60.1 µM]	-3%	-29%	-36%[59 µM]	18µM*	-14%	-5%
18	Cc1cc(=O)[nH]c(SCC(=O)NC2CCCc3ccccc32)n1 (configuration not stated)	-2%	?	17%	1%	-14%	20%	23%	-9%	32%
19	COc1ccc(Cl)cc1NC(=O)CSc1nc(NS(=O)(=O)c2ccccc2)cc(=O)[nH]1	-6%	11%	-6%	-28%	?	71µM*	33%	-8%	-19%
20	O=C(COC(=O)c1cc(Cl)ccc1Cl)NCCN1C(=O)CSC1=O	7%	-4%	2%	2%	-2%	-9%[59 µM]	31%	-12%	-3%
21	COc1ccc(C(=O)/C=C/C(=O)N(Cc2ccc3c(c2)OCO3)C(C(=O)NC2CCCCC2)c2ccncc2)c(O)c1 (configuration not stated)	-10%	12%	-18%	?	-27%	-14%[59 µM]	32%	-18%	1%
22	CCN(CC)c1ccc(NC(=O)CN2C(=O)CC(C)(C)S(=O)(=O)c3ccccc32)c(C)c1	-3%	17%	-15%	-12%	-27%	8.9µM*	12%	-11%	6%
23	CCCCOC(=O)c1ccc(NC(=O)c2cnc3n(c2=O)CCS3)cc1	-5%	-2%	-4%	1%	-4%	-23%	7%	?	48%[activator]
24	O=C(CSC1=NS(=O)(=O)c2cc(Cl)ccc2N1)NCc1ccc(F)cc1	/	8%	3%	4%	-3%	7%	/	-9%	11%

Further entries follow.
25	Cc1coc2c(C)c3oc(=O)c(CCC(=O)N(C)CC(=O)O)c(C)c3cc12
26	N=c1oc2ccccc2cc1C(=O)Nc1ccc(F)cc1
27	COc1cccc(-c2cc(C(=O)N3N=C(C)CC3(O)C(F)F)c3ccccc3n2)c1 (configuration not stated)
28	Cc1ccc(S(=O)(=O)NCCCNS(=O)(=O)c2ccccc2)cc1
29	O=C(c1ccc2c(c1)OCO2)C1CCCN(Cc2ccc3cccc(F)c3n2)C1 (configuration not stated)
30	CC(=O)c1sc2c(c1OC(=O)c1ccccc1)c(=O)n(-c1ccccc1)c(=S)n2-c1ccccc1
31	CCOc1ccc(-c2c(C)nn3c(C)c(C(=O)NCc4cccc(OC)c4)cnc23)cc1OCC
32	CCOC(=O)c1sc(C)c2c(=O)n(CC(=O)c3ccc(Br)cc3)nnc12
screen / no. | 25 | 26 | 27 | 28 | 29 | 30 | 31 | 32
BLM helicase inh | -3% | -3% | -8% | -11% | 2% | / | -2% | -6%
APEX1 inh | -11% | -14% | -1% | 34% | 3% | / | / | 0%
Pol kappa inh | -39% | 5% | -7% | -9% | 2% | -7% | 10% | -4%
BAZ2B block | ? | -7% | -24% | 1% | -25% | / | -8% | -32%
JMJD2A Tudor | -23% | -6% | ? | -16% | -30% | -15% | -17% | -13%[57.1 µM]
G9a block | 15%[2.33 µM] | 22% | 2%[59 µM] | 21% | -3% | / | 17%[59 µM] | -32%
Pol beta inh | 79µM* | 4% | -3% | -1% | -7% | / | 12% | ?
POLH inh | 20µM* | -10% | -12% | -6% | -6% | 4% | / | -14%
Pol iota inh | 14% | -8% | 54%[activator] | -14% | 28% | 5% | -19% | -8%

33	CCOC(=O)C1CCCCN1Cc1cn[nH]c1-c1ccc(F)cc1F (configuration not stated)
34	COc1ccc(C(=O)OCC(=O)Nc2cccc(S(=O)(=O)NC3=NCCCCC3)c2)cc1[N+](=O)[O-]
35	O=C1C2C3C=CC(C3)C2C(=O)N1c1nccs1 (configuration not stated)
36	Cc1ccc(NC(=O)CSc2nnc(Cc3cccn3C)n2-c2ccc(F)cc2)cc1
37	O=C(CN1CCN(c2ccc(F)cc2)CC1)N1N=CCC1c1ccccc1 (configuration not stated)
38	O=C(c1cc(C2CC2)nn1-c1ccccc1)N1CCN(Cc2ccc(Cl)cc2)CC1
screen / no. | 33 | 34 | 35 | 36 | 37 | 38
BLM helicase inh | -4% | / | 0% | -4% | -1% | /
APEX1 inh | 11% | / | 0% | 6% | 0% | 17%
Pol kappa inh | 6% | -2% | -1% | 3% | -2% | -19%
BAZ2B block | 3% | / | -4% | ? | -7% | -35%
JMJD2A Tudor | -3% | -24% | -5% | -32% | -13% | -23%
G9a block | 7% | / | -7%[59 µM] | ? | 23% | -10%[12.7 µM]
Pol beta inh | -16% | / | 3% | 27% | 7% | /
POLH inh | -13% | -24% | -9% | -11% | -3% | -7%
Pol iota inh | 22% | -22% | 1% | -13% | -16% | -12%
